Source: PubChem BioAssay
PPARg SRC-2 ag: agonists of PPARg-SRC-2 recruitment, primary screen, biochemical, HTS; Peroxisome proliferator-activated receptor gamma (Homo sapiens), P37231; PPARgamma LBD-SRC-2 recruitment; activation, % at 8 µM; 200,000 compounds, 0.34% hits; in the data active means activation above about 22%;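 further: 0% = vehicle and 100% = reference agonist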
Target sequence (P37231 whole entry, looked up, the tested form may be a part): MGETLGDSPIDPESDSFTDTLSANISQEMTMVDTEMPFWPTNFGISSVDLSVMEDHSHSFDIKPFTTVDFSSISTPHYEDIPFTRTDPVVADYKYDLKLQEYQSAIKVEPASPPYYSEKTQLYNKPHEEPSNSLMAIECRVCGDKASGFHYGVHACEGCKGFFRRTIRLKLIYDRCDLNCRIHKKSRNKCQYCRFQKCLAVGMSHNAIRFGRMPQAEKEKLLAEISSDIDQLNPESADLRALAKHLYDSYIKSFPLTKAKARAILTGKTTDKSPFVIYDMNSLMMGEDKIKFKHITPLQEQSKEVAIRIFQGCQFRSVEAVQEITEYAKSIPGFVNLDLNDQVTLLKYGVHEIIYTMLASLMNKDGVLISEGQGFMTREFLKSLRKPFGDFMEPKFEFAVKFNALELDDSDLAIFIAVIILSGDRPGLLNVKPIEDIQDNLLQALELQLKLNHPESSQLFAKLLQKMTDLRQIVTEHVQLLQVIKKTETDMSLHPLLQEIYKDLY
RAM network inh: inhibitors of the yeast RAM network, primary screen, dse1pr::URA3 reporter, 5-FOA selection | S. cerevisiae dse1pr::URA3 reporter, 5-FOA growth OD615, 2 d; analog-sensitive cbk1-as2 kinase mutant strain | 190,000 compounds, 1.8% hits | inhibition, % at 50 µM;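 active means inhibition above a set limit, 3 SD over mean compound inhibition, cut at about 8.4% in these data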;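 further: 0% = DMSO-only wells with no growth and 100% = 10 µM 1-NA-PP1 full growth; inhibition rescues growth on 5-FOA so higher OD means more RAM inhibition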
TR-FRET SRC-2 ct: TR-FRET signal artefacts, primary screen, artefact control for PPARgamma SRC-2 agonist project, biochemical; TR-FRET artefact counter-screen; active compounds read high; TR-FRET ratio at 8 µM; 200,000 compounds, 0.4% hits; in the data active means TR-FRET ratio above about 2000; further: inactives centre near 1500
PPARg SRC-1 ag: PPARgamma agonists recruiting SRC-1 coactivator, primary screen, biochemical; Peroxisome proliferator-activated receptor gamma (Homo sapiens), P37231; PPARgamma-SRC-1 coactivator recruitment biochemical assay; activation, % at 8 µM; 200,000 compounds, 0.41% hits; AID 631, 2007; in the data active means activation above about 19%;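 further: 0% = DMSO and 100% = reference agonist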
Lmaj promast: Leishmania major promastigote growth inhibition, primary screen | 200,000 compounds, 9% hits | inhibition, % at 10 µM | Leishmania major promastigotes, resazurin fluorescence viability | AID 1063, 2008; in the data active means inhibition above about 50%;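 further: promastigotes grown with compound for 44 hours at 28 °C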
ROMK primary: ROMK potassium channel modulators, primary screen, cell-based, thallium flux, MLSMR library; ATP-sensitive inward rectifier potassium channel 1 (Homo sapiens), P48048; Tet-inducible ROMK, thallium flux fluorescence; actives lie on both sides; B-score at 10 µM; 130,000 compounds, 2% hits; AID 1918, 2009;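 active means signal ratio slope over the read window, or its plate-corrected B-score, at least 3 SD from the plate mean, either direction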;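 further: B-score of the F/F0 ratio slope over 7 to 12 s after thallium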
Target sequence (P48048 whole entry, looked up): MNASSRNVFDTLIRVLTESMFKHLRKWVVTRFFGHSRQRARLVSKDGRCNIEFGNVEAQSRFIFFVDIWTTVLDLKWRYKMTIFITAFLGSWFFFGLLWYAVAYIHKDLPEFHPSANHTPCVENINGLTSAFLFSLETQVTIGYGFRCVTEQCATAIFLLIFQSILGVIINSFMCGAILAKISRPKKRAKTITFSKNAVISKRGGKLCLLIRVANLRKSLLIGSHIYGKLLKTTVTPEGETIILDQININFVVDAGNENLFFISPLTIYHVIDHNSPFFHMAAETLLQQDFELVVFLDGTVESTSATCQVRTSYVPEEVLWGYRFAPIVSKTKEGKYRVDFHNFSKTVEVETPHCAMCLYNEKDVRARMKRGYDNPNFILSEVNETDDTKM
bIAP inh: bovine intestinal alkaline phosphatase inhibitors, primary screen, selectivity assay for TNAP inhibitor project, biochemical, bovine IAP, CDP-star luminescence; inhibition, % at 20 µM; purified bovine IAP, 30 min; AID 1019, 2008; alkaline phosphatase, intestinal [Bos taurus]; 190,000 tested, under 10 active;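 active means over 50% inhibition of intestinal alkaline phosphatase at 20 µM in the single-dose screen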
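Assay system – bovine IAP enzyme · Quantity – bovine IAP at 1/65,000,000 final dilution · Detection – CDP-star luminescence signal · Times – 30 min reaction at room temperature · Also added – CDP-star substrate at 30 µM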
Redox H2O2 prof: compounds producing H2O2 with reducing agent – biochemical, NIH compound library profiling, artefact control for MLSCN library redox annotation, primary screen. DTT-dependent redox cycling H2O2, phenol red/HRP absorbance; 100% = 100 µM peroxide control, 0% = buffer. activation, % at 10 µM. 200,000 compounds, 0.03% hits. AID 878, 2007;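 active means activation of at least 50% relative to the plate's high and low controls in the primary single-dose screen; inactive means activation below 50%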;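 further: compound incubated with DTT at 0.8 mM final as the reducing agent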
HMGR II inh: inhibitors of E. faecalis class II HMGR, primary screen, biochemical, Enterococcus faecalis; 190,000 compounds, 0.41% hits; inhibition, % at 10 µM; purified E. faecalis HMGR, NADPH absorbance 340 nm kinetic;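 active means inhibition above a set limit, the median over all tested compounds plus 3 SD, cut at about 9.5% in these data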;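 further: enzyme runs in reverse so mevalonate oxidation gives rising NADPH absorbance; 0% = complete reaction with DMSO and 100% = background rate lacking mevalonate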
S1P3 antagonist: S1P3 receptor antagonists, primary screen, cell-based. Sphingosine 1-phosphate receptor 3 (Homo sapiens), Q99500. CHO S1P3 NFAT-BLA reporter, FRET fluorescence, antagonist mode. inhibition, % at 4.98 µM. 170,000 compounds, 0.27% hits. AID 485, 2006;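 active means inhibition above the plate cutoff, the mean inhibition of test wells on that plate plus 3 SD, cut at about 28% in these data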;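 further: cells challenged with S1P at its EC80 of 0.8 µM; blue over green emission ratio from cleaved BLA substrate after 4 h stimulation; 0% = S1P-stimulated wells and 100% = unstimulated DMSO-only wells; some compounds past the cut are filed as inactive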
PPARg SRC3 recr: PPARgamma agonists recruiting SRC-3 coactivator, primary screen, biochemical; biochemical PPARgamma/SRC-3 coactivator recruitment assay; Peroxisome proliferator-activated receptor gamma (Homo sapiens), P37231; 200,000 compounds, 0.26% hits; activation, % at 8 µM; AID 731, 2007; in the data active means activation above about 23%;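 further: 0% = DMSO and 100% = reference agonist; some compounds past the cut are filed as inactive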
The depositor's hits bear a star; . = no result given.

SMILES	PPARg SRC-2 ag	RAM network inh	TR-FRET SRC-2 ct	PPARg SRC-1 ag	Lmaj promast	ROMK primary	bIAP inh	Redox H2O2 prof	HMGR II inh	S1P3 antagonist	PPARg SRC3 recr
CCCn1c(NCc2ccco2)nc2c1c(=O)n(C)c(=O)n2C	-2	-0.4	1435	2	-9	.	-1	0.7	-1	.	8
N/C(Cn1cncn1)=N\NC(=O)C(=O)Nc1ccc(Cl)cc1Cl	-1	-0.1	1211	-7	0	0.29	-39	-0.5	-2	-3	-7
CC(=O)c1ccc2noc(-c3ccc(Cl)cc3)c2c1	1	3.0	1405	0	-6	0.053	-1	-0.9	-2	-9	-2
CCOC(=O)C1Cc2ccccc2CN1 (centres undefined)	-3	1.9	1559	8	3	1.6	-1	1.4	1	1	-16
COc1ccc(CCNC(=O)C(=O)N2CCCCC2)cc1OC	2	-0.4	1576	-2	-4	.	18	-1.2	-1	.	0
COc1ccc(NC(=O)COC(=O)/C=C/C(=O)OCC(=O)Nc2ccc(OC)c(Cl)c2)cc1Cl	-2	1.8	1635	1	-1	1.4	5	0.5	2	-8	1
Fc1ccc(-c2cc(C(F)(F)F)nc(NCc3cccs3)n2)cc1	14	7.2	1612	6	-6	0.2	6	-0.1	2	0	10
COc1ccnc(-n2cccc2/C=N/O)c1C#N	3	0.1	1504	9	-1	3.2	8	-1.1	-6	-21	4
COc1ccc(C(C(=O)NC(C)(C)C)N(Cc2cccs2)C(=O)CCC(=O)Nc2cc(C)on2)cc1 (centres undefined)	2	-1.4	1625	4	97*	.	18	-0.1	-8	.	13
CC(=O)c1cccc(NC(=S)NC(=O)CC(C)C)c1	-7	1.0	1537	-4	-4	0.47	18	-0.5	-4	.	-9
CC1CCN(S(=O)(=O)c2ccc(N/N=C(/C#N)C(N)=O)cc2)CC1	4	2.1	1768	5	0	.	25	0.9	-2	.	11
CC1Cc2ccccc2N1Cc1cc(=O)n2ccsc2n1 (centres undefined)	-3	0.2	1542	-2	3	.	15	2.1	-4	14	3
COc1cc(C(=O)NCCc2c[nH]c3ccccc23)ccc1OCc1c(C)noc1C	7	0.7	1637	4	18	-0.35	-6	-0.1	-3	4	3
CCOC(=O)N1CCN(c2nc3ccccc3nc2C(C#N)C(=O)NCCc2ccccc2)CC1 (centres undefined)	3	2.4	1469	4	7	.	15	2.3	-5	20	4
CCC(CC)NC(=O)COC(=O)c1ccc(OCC(=O)Nc2ccccc2OC)c(OC)c1	3	2.1	1332	-8	-2	0.11	10	0.5	0	.	-8
O=C(NC(=O)c1ccccc1)OCC1CCCN2CCCCC12 (centres undefined)	5	1.3	1726	0	-1	.	12	-2.8	-2	.	4
CCCNc1nc(NCC)nc(OC)n1	4	1.1	1574	-3	-1	.	-1	2.1	-1	.	-3
CN(C)CC1(c2ccccc2)CCCC1	11	1.1	1743	-1	-10	-0.99	3	0.5	2	-6	-6
Cc1nc(NCc2ccccc2)sc1C(=O)Nc1ccccc1	11	3.3	1590	4	-6	0.09	-3	-0.4	-2	-5	2
COc1ccc(NC(=O)c2nc[nH]c2C(=O)Nc2ccccc2C)cc1	1	2.1	1519	5	3	.	-8	0.8	-8	-8	3
COCCNc1nc2nonc2nc1N1C[C@H]2CC[C@H]1C2	-13	0.4	1425	3	0	1.5	-7	1.2	1	8	-4
COc1cccc(NC(=O)CSc2nnc(CN3CCOCC3)n2C)c1	0	1.2	1709	-1	-2	.	5	1.9	0	.	-2
O=C(NCCCN1CCCC1=O)c1csc2ccccc12	5	0.7	1589	-5	-6	-0.12	7	0.7	1	-15	2
CCCCCCn1c(N)c(C#N)c2ccc([N+](=O)[O-])cc2c1=O	7	2.6	1545	3	8	-0.081	22	-0.1	2	-9	-2
Cc1ccc(S(=O)(=O)Nc2nc3ccccc3nc2N2CCN(c3ccccc3F)CC2)cc1	1	7.4	1376	-2	35	0.45	-7	0.3	-8	.	0
COCCn1c(COc2ccc(OC)cc2)nc2ccccc21	6	1.1	1666	5	13	-0.64	-12	0.2	-2	3	-14
COc1ccc(N2C(=O)c3ccccc3NC2c2ccc(OC)c(CSc3ccccn3)c2)cc1 (centres undefined)	22	2.7	2247*	9	7	.	1	1.9	-6	.	10
CC1(C)CC2CC(C)(CN2C(=O)c2cc(-c3ccccc3O)on2)C1 (centres undefined)	3	2.1	1562	4	18	.	4	0.3	-3	3	12
O=C(CS(=O)(=O)c1ccccc1)Nc1ccccn1	2	-0.9	1507	-6	-3	0.32	6	-1.0	2	-27	10
CN(CC(=O)Nc1ccc2c(c1)OCCO2)S(=O)(=O)c1cccc2cccnc12	-3	0.6	1588	-1	-1	.	5	-1.3	-10	-19	-6
COC(=O)CSc1n[nH]c(-c2ccncc2)n1	4	1.2	1583	0	-5	.	3	1.1	-10	0	8
O=C(O)Cn1c(SC2CCCCC2)nc2ccccc21	13	1.4	1780	8	2	0.43	6	0.7	-3	-37	3
COc1cc([N+](=O)[O-])ccc1NC(=O)/C=C/C(=O)O	-1	-0.8	1601	-4	0	.	4	-0.9	-1	9	-3
CS(=O)(=O)N1CCCC(C(=O)NCCc2ccc(Cl)cc2)C1 (centres undefined)	-2	2.6	1552	-6	-3	-0.19	-1	-0.1	-5	-31	-5
C1CCN(c2nc(N3CCCCC3)nc(N3CCNCC3)n2)CC1	6	0.5	1459	6	68*	-3*	0	4.2	-1	-7	4
COc1ccc(-c2cnc(SCC(=O)Nc3cc(C)on3)n2Cc2ccco2)cc1	13	1.2	1504	7	2	.	18	-0.6	0	.	6
COc1cc(NC(=S)NC(C)=O)ccc1NC(=O)C(C)C	-7	1.6	1353	-12	-4	0.95	1	-0.3	-3	.	4
Cc1ccc(NC(=S)N/N=C2\CC(C)(C)Oc3ccc(O)cc32)cc1	3	3.9	1405	-2	-9	.	6	0.5	-3	-21	-6
Cn1cc(CN2CCC(CO)CC2)c(-c2ccc(Oc3ccccc3)cc2)n1	2	3.0	1475	-1	97*	.	-2	-0.5	-1	1	0
CC(=O)Nc1ccc(OC(=O)c2cc([N+](=O)[O-])ccc2Cl)cc1	1	2.8	1567	-5	-6	.	0	1.9	-6	.	-14
CC(C)(C)c1ccccc1OCCOCCN1CCCCCC1	3	0.5	1686	0	96*	-0.0087	10	-0.5	2	-9	3
Cc1cc(=O)oc2cc(NC(=O)C3CC(=O)N(Cc4ccccc4)C3)ccc12 (centres undefined)	10	2.7	1610	2	-5	.	3	0.1	0	.	0
O=C(CSc1ncccn1)Nc1ccc(N2CCOCC2)cc1	4	0.5	1457	4	-1	0.017	7	-0.2	1	.	8
COc1ccc(C2NC3=C(CCC3)C3(C#N)C4(N=C(N)C23C#N)OCCO4)cc1 (centres undefined)	-8	2.6	1742	-4	0	-0.05	5	2.3	3	-55	-3
Nc1cc(C(F)(F)F)cc([N+](=O)[O-])c1N	7	1.7	1585	-1	-3	0.027	10	-0.7	-3	-5	2
COc1cc(C(=O)NCC(=O)OCc2ccccc2Cl)cc(OC)c1OC	0	-0.9	1599	-2	6	-0.43	-10	-0.9	-3	-12	3
CCCCCCCCCCOC(=O)C[N+](C)(C)C/C=C(/C)Cl	-3	-0.4	1498	-2	100*	.	12	0.2	5	-4	7
N#CCN1CCCC(C(N)=O)C1 (centres undefined)	5	2.4	1596	11	3	0.35	2	-0.7	2	-1	3
COc1ccc(-c2nnc(SCC(=O)NC(=O)NCc3ccco3)o2)cc1	7	1.1	1480	3	5	.	1	1.1	6	.	7
O=C(CNC(=O)c1ccccc1F)OCc1nc2ccccc2s1	0	1.0	1332	-8	-1	-0.61	-1	-1.2	-7	-27	-4
Cc1csc(NC(=O)CCNC(=O)c2ccccc2Cl)n1	10	0.0	1642	20	-3	-0.41	2	-1.3	-3	-5	-1
CCNC(=O)Cc1c(OC)ccc2cc(Br)ccc12	5	-0.4	1797	7	4	0.19	4	-0.4	-5	-6	4
S=C(NCCc1ccccc1)Nc1ccc(Cl)cc1	11	0.0	1709	-3	19	0.8	27	-0.6	1	0	3
